JMJD2A Tudor inh: blocks the human JMJD2A Tudor domain; O75164; AlphaScreen JMJD2A-Tudor / H3K4me3 peptide binding; Potency, µM (series often up to 114 µM), inactives show at the top dose activity change, negative = inhibition, actives largely listed as inhibitors; hit rate 4.4% among 390,000; note: potency is the fitted concentration of half-maximal effect; % is set by controls: 0 for no effect and ±100 for the full control effect; nearly all actives have a fitted effect of over 50% in size
PI4K2A inh: inhibitors of human PI4K2A. Q9BTU6. purified PI4K2A, ADP-Glo luminescence, 1 h; hits give low values. activity change, negative = inhibition, % at 76.9 µM. hit rate 0.13% among 420,000. AID 1346378; in the data active = activity change below about -50%; inconclusive = mostly about -30% to -49%;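 note: -100% = wells without enzyme as full effect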
Target sequence (Q9BTU6 whole entry, looked up): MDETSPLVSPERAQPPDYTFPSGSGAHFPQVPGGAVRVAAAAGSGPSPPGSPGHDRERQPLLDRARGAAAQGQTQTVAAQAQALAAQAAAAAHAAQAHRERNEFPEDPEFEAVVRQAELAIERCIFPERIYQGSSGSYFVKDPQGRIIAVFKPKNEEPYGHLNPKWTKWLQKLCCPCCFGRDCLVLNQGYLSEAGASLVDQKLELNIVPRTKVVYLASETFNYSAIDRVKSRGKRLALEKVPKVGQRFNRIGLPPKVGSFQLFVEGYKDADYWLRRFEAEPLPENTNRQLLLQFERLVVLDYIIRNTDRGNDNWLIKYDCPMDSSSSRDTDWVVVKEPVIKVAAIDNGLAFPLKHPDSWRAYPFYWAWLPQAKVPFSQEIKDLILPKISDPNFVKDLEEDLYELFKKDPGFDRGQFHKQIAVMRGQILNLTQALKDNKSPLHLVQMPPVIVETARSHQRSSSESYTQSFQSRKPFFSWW
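In this quantitative HTS, ADP production by PI4K2A was quantified luminescently after 1 h at ambient temperature; 100 microM adenosine served as plate-quality control.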
ERG-DNA inh: blocks human ERG Ets domain binding to DNA; fluorescence polarization, His-ERG Ets domain / labelled DNA; Potency, µM (highest dose often 76.9 µM), for the others: top-dose FP activity, negative = inhibition, usual class: inhibitors; P11308; hit rate 0.028% among 370,000; active = well fitted inhibition curve with a large enough effect in the polarisation, with a control signal flat; inconclusive = small, poorly fitted or top-dose-only effect, or effect the other way, or a change in a side signal; inactive = no such curve, though single readings can be large or run the other way; the % refers to the polarisation;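 note: polarization taken with two DNA probes labelled with fluorescein and Texas red; potency is the fitted concentration of half-maximal effect; % of control where 0% means no effect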
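His-tagged ERG Ets domain (1 uM in the protein solution; 300mM KCl, 50mM Tris-HCl, 1mM EDTA, 1mM DTT, pH 7.5) received compound, then a probe mix of 5 nM fluorescein-DNA and 100nM Texas-615-DNA. Fluorescence polarization was read for both dyes.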
HP1b chromo inh: HP1-beta chromodomain-methylated histone interaction inhibition. P83916. AlphaScreen HP1-beta / biotin-H3K9me3 peptide binding. Potency, µM (top dose mostly 114 µM), inactives show at the top dose activity change, negative = inhibition, most hits filed as inhibitors. hit rate 0.56% among 390,000. AID 540317; note: potency is the fitted concentration of half-maximal effect; nearly all actives have a fitted effect of over 70% in size; inactives centre near 23
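HP1-beta protein (50 nM final) preincubated 30 min at room temperature with biotinylated H3(1-18)K9me3 peptide (50 nM) in PBS pH 7.4, 0.01% Tween-20, then compound added for 30 min. AlphaScreen streptavidin donor/nickel chelate acceptor beads (10 ug/mL final), 30 min dark, luminescence read.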
BAZ2B block: blocks human BAZ2B; hit rate 4.4% among 360,000; Potency, µM (series often up to 114 µM), inactives show at the top dose activity change, negative = inhibition, actives largely listed as inhibitors; Q9UIF8; AlphaScreen BAZ2B-H3K14Ac peptide displacement; note: potency is the fitted concentration of half-maximal effect; % is set by controls: 0 for no effect and ±100 for the full control effect; nearly all actives have a fitted effect of over 60% in size
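Multi-concentration screen (max 110 uM) measuring displacement of acetylated histone H3 peptide from BAZ2B by AlphaScreen, using 50 nM protein, 50 nM peptide and 10 ug/mL streptavidin donor plus Ni-chelate acceptor beads.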
GLS inh: inhibitors of human glutaminase (GLS); hit rate 0.21% among 410,000; O94925; GLS enzymatic activity, qHTS titration; Potency, µM (series often up to 45.5 µM), without a hit: at the highest dose activity change, negative = inhibition, actives largely listed as inhibitors; note: potency is the fitted concentration of half-maximal effect; % is set by controls: 0 for no effect and ±100 for the full control effect
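Coupled fluorescence readout: glutamate oxidase/HRP/Amplex Red detect glutamate formed by hKGA from L-glutamine (1 mM solution added). Buffer 45 mM KH2PO4 pH 8.2, 0.02% Tween-20; reads at t0 and 30 min RT.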
G9a block: blocks human histone lysine methyltransferase G9a | Q96KQ7 | G9a H3K9 monomethylation, AlphaScreen, 2 h | Potency, µM (series often up to 102 µM), for the others: at the top dose activity, negative = inhibition, hits mostly inhibitors | hit rate 8.8% among 350,000 | AID 504332; note: potency is the fitted concentration of half-maximal effect; % is set by controls: 0 for no effect and ±100 for the full control effect; nearly all actives have a fitted effect of over 75% in size
Target sequence (Q96KQ7 913-1193 limits assumed): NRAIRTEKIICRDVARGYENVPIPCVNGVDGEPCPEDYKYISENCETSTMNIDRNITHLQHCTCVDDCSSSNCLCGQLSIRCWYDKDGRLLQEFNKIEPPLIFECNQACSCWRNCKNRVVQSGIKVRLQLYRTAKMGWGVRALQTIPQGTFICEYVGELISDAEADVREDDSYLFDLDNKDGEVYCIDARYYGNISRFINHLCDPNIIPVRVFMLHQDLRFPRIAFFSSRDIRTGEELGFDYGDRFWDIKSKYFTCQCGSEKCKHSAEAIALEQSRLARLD
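Using a bead-based AlphaScreen, monomethylated H3K9 product from 2 h room-temperature reactions (G9a 20 nM, peptide 500 nM, SAM 20 uM) was detected with 0.5 ug/mL rabbit anti-H3K9me1 antibody.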
ALOX12 inh: inhibitors of human 12S-lipoxygenase ALOX12; P18054; purified 12hLO, xylenol orange hydroperoxide absorbance; Potency, µM (top dose mostly 108 µM), inactives show top-dose activity change, negative = inhibition, most hits filed as inhibitors; hit rate 1.1% among 580,000; note: potency is the fitted concentration of half-maximal effect; % is set by controls: 0 for no effect and ±100 for the full control effect
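Purified human 12hLO at 150 nM in 25 mM Hepes, 0.01% Triton X-100, pH 7.0, preincubated 15 min at room temperature with compound. Reaction started with 40 uM arachidonic acid, 30 min at room temperature. Hydroperoxide measured by Fe-xylenol orange, 573/405 nm absorbance ratio.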
RGS4 inh: inhibitors of human regulator of G protein signaling 4 | P49798 | Transcreener GDP fluorescence polarization, RGS4-accelerated GTP hydrolysis | Potency, µM (titrated, usually from 114 µM), for the others: at the highest dose activity change, negative = inhibition, most hits filed as inhibitors | hit rate 0.039% among 390,000; note: potency is the fitted concentration of half-maximal effect; % is set by controls: 0 for no effect and ±100 for the full control effect; nearly all actives have a fitted effect of over 75% in size; some results filed as inactive show a strong effect at the top dose
Target sequence (P49798 whole entry, looked up): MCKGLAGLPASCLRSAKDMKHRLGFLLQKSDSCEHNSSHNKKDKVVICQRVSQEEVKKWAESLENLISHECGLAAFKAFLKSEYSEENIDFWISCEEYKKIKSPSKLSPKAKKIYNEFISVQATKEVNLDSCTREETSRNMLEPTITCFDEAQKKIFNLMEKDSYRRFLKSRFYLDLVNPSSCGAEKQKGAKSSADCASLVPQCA
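MLSMR compounds (23 nl, pin-transferred) preincubated 10 min at room temperature with a 500nM (2x) first reagent, then RGS4 at 900nM (2x) plus Transcreener GDP mix added; fluorescence polarization (620/688 nm) read before and after 90 min at 30 °C.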
The depositor's hits bear a star; ? = inconclusive; . = not tested or not shown; & = joins results of further samples; [ ] = another dose, or the depositor's remark. Unless noted, calls come from the whole dose curve; as a rule, active = well fitted curve in the direction sought with a large enough effect; inconclusive = small, poorly fitted or top-dose-only effect, or another doubt; inactive = no such curve, though single readings can be large; an effect the other way counts as inactive or inconclusive.

SMILES	JMJD2A Tudor inh	PI4K2A inh	ERG-DNA inh	HP1b chromo inh	BAZ2B block	GLS inh	G9a block	ALOX12 inh	RGS4 inh
Cc1cccc(-n2ncc(C(=O)N3CCc4ccccc4C3)c2C2CCN(C(=O)OC(C)(C)C)CC2)c1	-17.5%	-3.8	0.4%	28.4%	13.0%[57.1 µM]	-0.6%	-1.5%[59 µM]	2.3%	11.4%
C(=N\N1CCN(C2c3ccccc3-c3ccccc32)CC1)/c1cccs1	?	-1.4	-18.6%	-25.9%	?	-7.4%	41.4%[0.501 µM]	4.1%	-3.4%
N#Cc1ccccc1OCC(=O)NCC(c1ccc(F)cc1)N1CCOCC1 (stereo unspecified)	-6.5%	2.8	18.1%	39.6%[activator]	7.0%	-0.2%	-9.4%[2.33 µM]	291.6%[activator]	8.0%
CCOC(=O)Cc1nc2ccccc2n(CC#N)c1=O	6.3%	5.8	-2.9%	34.6%	-25.2%	-1.3%	?	1.8%	11.2%
COc1ccc(-c2ccc3oc(-c4ccc(OC)cc4)c(-c4cc(OC)c(OC)c(OC)c4)c3c2)cc1	-15.1%	-3.5	5.6%	20.0%	.	16.4%	.	13.9%	21.2%
COc1cccc2c1cc1c(=O)n(CC(=O)O)nc(C)n12	-4.4%	-0.4	0.8%	42.1%[activator]	-0.6%	-0.7%	-3.3%[59 µM]	-7.6%	9.4%
Cc1nn(C)c(C(=O)N/N=C/c2ccc(Br)cc2)c1Cl	-6.2%	-0.9	-2.1%	37.1%	3.4%	3.7%	13.2%[59 µM]	-22.5%	15.6%
COc1ccc(C(C(=O)NC2CCCCC2)N(C(=O)c2ccccn2)c2cccnc2)cc1 (stereo unspecified)	4.0%	7.3	-4.3%	33.5%	-3.6%	6.2%	0.4%	0.0%	-7.6%
CC1CCCC(NC(=O)Cn2cc(Br)ccc2=O)C1C (stereo unspecified)	-8.3%	-3.5	-18.7%	18.5%	.	3.1%	.	196.9%[activator]	-6.3%
COc1ccc(C)cc1NC(=O)CSc1nnc(CC(=O)Nc2cccc(C(F)(F)F)c2)n1C	-6.0%	-5.6	-4.5%	17.4%	1.0%	1.4%	22.2%[2.33 µM]	-18.1%	7.8%
CCOC(=O)/C(=C\C=C1/Sc2cc(OCC)c(OCC)cc2N1CC)C(C)=O	-17.1%	-14.7	34.2%[activator]	10.1%	?	?	15.8%[59 µM]	-9.7%	-2.9%
COc1ccccc1CNC(=O)C1CCCN(S(=O)(=O)c2cccc3nsnc23)C1 (stereo unspecified)	-23.4%	-6.6	13.5%	28.8%	-11.0%	-1.3%	14.9%	3.8%	57.4%[activator]
O=S1(=O)Cc2cc3ccccc3cc2C1	-8.1%	0.7	3.3%	17.0%	2.0%	2.4%	10.3%	-57.3%	12.0%
Cc1ccc(NC(=O)c2c(NC(=O)c3ccccc3Cl)sc3c2CCC3)cc1	-11.8%	0.8	-1.1%	30.4%[activator]	-0.5%	-1.0%	-1.0%[59 µM]	-27.0%	6.0%
COc1ccc(/C=N/NC(=O)c2cc3c(OC)ccc(OC)c3[nH]2)cc1O	-21.9%	90.4	8.0%	9.6%	5.5%	17.6%	?	0.0%	-9.8%
O=C(Nc1cccc(NC(=O)c2ccccc2)n1)c1ccccc1	-8.3%	1.2	2.5%	45.2%[activator]	-25.4%	-7.4%	3.0%	0.0%	-19.7%
CCOc1ccccc1N	-12.4%	0.9	9.8%	23.6%	-8.2%	0.3%	2.1%[0.501 µM]	-5.2%	-0.4%
Cc1cccc(NC(=O)C(=O)NCCCN2CCOCC2)c1	-7.1%&0.7%	-1.1&5.2	7.4%&5.5%	19.8%&29.4%	3.1%&3.6%	8.3%&-12.1%	?	-1.9%&-15.4%	-4.9%&15.2%
CCn1c(SCC(N)=O)nc2sc3c(c2c1=O)CCN(C)C3	-24.1%	-1.0	5.0%	30.7%[activator]	-2.3%	-22.5%	56.2µM*	64.7%[activator]	-35.7%
O=C(N/N=C/c1ccncc1)c1ccc(OCc2ccccc2)cc1	-11.6%	-1.5	7.2%	25.4%	-11.8%	1.9%	?	-11.4%	0.5%
COc1ccc(C=NNc2ccc([N+](=O)[O-])cn2)cc1	-12.4%	-1.4	-0.6%	44.8%[activator]	.	-5.6%	.	-19.4%	-0.6%
CCn1cc(/C=C(\NC(=O)c2ccccc2F)C(=O)N2CCOCC2)c2ccccc21	?	-7.2	4.2%	6.7%	-12.5%	-6.6%	-15.2%	.	-36.6%[56.9 µM]
COc1ccc(N2C(=NC(=O)CCCc3ccccc3)SC3CS(=O)(=O)CC32)cc1 (stereo unspecified)	-7.6%	-2.7	-2.4%	42.1%[activator]	-12.6%[57.1 µM]	5.3%	7.6%	-8.8%	10.2%
COc1ccc(-n2nc3c(c2NC(=O)c2ccccc2S(=O)(=O)C(F)F)CS(=O)(=O)C3)cc1	-14.6%	-0.2	0.4%	1.1%	-10.6%	0.0%	?	-6.9%	5.9%
CC(C)c1ccc(NC(=O)COC(=O)c2cc(=O)[nH]c3ccccc23)cc1	-2.3%	1.3	-3.7%	31.9%	-1.0%	-7.7%	?	22.7%	-6.2%

5 entries out of the list above, ordered by the value under ALOX12 inh, falling:
| mol | JMJD2A Tudor inh | PI4K2A inh | ERG-DNA inh | HP1b chromo inh | BAZ2B block | GLS inh | G9a block | ALOX12 inh | RGS4 inh |
| --- | --- | --- | --- | --- | --- | --- | --- | --- | --- |
| COc1ccc(/C=N/NC(=O)c2cc3c(OC)ccc(OC)c3[nH]2)cc1O | -21.9% | 90.4 | 8.0% | 9.6% | 5.5% | 17.6% | ? | 0.0% | -9.8% |
| COc1cccc2c1cc1c(=O)n(CC(=O)O)nc(C)n12 | -4.4% | -0.4 | 0.8% | 42.1%[activator] | -0.6% | -0.7% | -3.3%[59 µM] | -7.6% | 9.4% |
| CCOC(=O)/C(=C\C=C1/Sc2cc(OCC)c(OCC)cc2N1CC)C(C)=O | -17.1% | -14.7 | 34.2%[activator] | 10.1% | ? | ? | 15.8%[59 µM] | -9.7% | -2.9% |
| O=C(N/N=C/c1ccncc1)c1ccc(OCc2ccccc2)cc1 | -11.6% | -1.5 | 7.2% | 25.4% | -11.8% | 1.9% | ? | -11.4% | 0.5% |
| Cc1nn(C)c(C(=O)N/N=C/c2ccc(Br)cc2)c1Cl | -6.2% | -0.9 | -2.1% | 37.1% | 3.4% | 3.7% | 13.2%[59 µM] | -22.5% | 15.6% |

Next section:
SMILES	JMJD2A Tudor inh	PI4K2A inh	ERG-DNA inh	HP1b chromo inh	BAZ2B block	GLS inh	G9a block	ALOX12 inh	RGS4 inh
CCOC(=O)Cc1cc(=O)n2[nH]cc(-c3cccc(Br)c3)c2n1	-11.3%	-2.1	-1.8%	29.2%	-1.6%	21.0%	-20.9%	-2.2%	-26.2%
CC(=O)Nc1c(O)nc(SCC(=O)Nc2nnc(CC(C)C)s2)[nH]c1=O	-12.5%	-2.0	-8.3%	23.5%	9.0%	22.1%	?	?	16.5%
COc1ccc(CC(=O)N/N=C/c2ccc(C)s2)cc1	-4.7%	-4.3	10.6%	33.3%	.	-2.3%	.	8.4%	-35.2%
O=C(Cn1nc(C(=O)O)c2ccccc2c1=O)Nc1ccc(Cl)c(S(=O)(=O)N2CCOCC2)c1	-10.3%	-4.2	-6.6%	18.8%	.	-3.2%	.	-28.9%	15.2%
COc1ccc(C2Sc3nncn3N2Cc2ccc(C#N)cc2)cc1 (stereo unspecified)	-15.3%	-10.8	-2.7%	12.3%	-3.8%	4.9%	-23.4%	-15.9%	23.6%
Cc1cc(N)n(-c2ccc(S(=O)(=O)N3CCCC3)cc2[N+](=O)[O-])n1	-24.5%	9.2	-2.0%	-11.1%	-25.6%	-10.8%	35.2%[activator][12.7 µM]	-3.0%	12.7%
CCOC(=O)c1ccc(NC(=O)CC2C(=O)N(c3cccc(C)c3)C(=O)N2CCOC)cc1 (stereo unspecified)	-20.5%	-5.1	4.0%	16.5%	-14.0%	-0.3%	-35.2%[59 µM]	-28.7%	-3.5%
CC(=O)Nc1ccc(S(=O)(=O)N(C)CC(=O)OCC(=O)NNC(=O)c2ccccc2F)cc1	-11.0%	2.4	-19.9%	39.1%[activator]	3.3%	1.7%	?	-1.2%	-9.0%
CC(=O)Nc1ccc2c(c1)Cc1c-2cc(Br)c(N)c1Br	-15.1%	-1.1	-2.9%	10.1%	.	3.9%	.	3.2%	-2.3%
O=C(NC1CC1)c1cc2cc3ccccc3nc2s1	-13.8%	-0.4	-8.4%	20.1%	1.1%	-0.8%	.	0.0%	3.1%
CC1CC1C(=O)Nc1ccc(S(=O)(=O)N2CCCCC2)cc1 (stereo unspecified)	-6.9%	3.7	11.4%	40.1%[activator]	3.6%	-4.7%	-3.2%	0.7%	-5.3%
CCCC(C(=O)NC1CCCC1)N(Cc1ccc2c(c1)OCO2)C(=O)c1snc(C(N)=O)c1N (stereo unspecified)	-11.0%	-0.5	.	12.7%	3.0%	1.5%	-1.6%[12.7 µM]	-14.9%	9.2%
CCc1cc(=O)oc2cc(OC(C)C(=O)NCC(O)c3ccccc3)c(Cl)cc12 (stereo unspecified)	-11.3%	-3.6	-6.5%	32.7%	-8.7%	-13.9%	16.0%	-0.7%	-12.8%
O=C(O)CCNS(=O)(=O)c1ccc2c(c1)CCCC2	-8.9%	-1.2	3.9%	50.1%[activator]	?	0.2%	-20.4%	0.0%	11.9%
O=C(Nc1ccc(F)c(F)c1)c1ccc2c(c1)OCO2	-7.6%	-2.6	.	42.7%[activator]	-3.6%	-8.7%	-1.7%	-3.8%	-12.7%

Not all compounds are listed; rates above refer to the full screens.
